# Screening results from PubChem.
# APOBEC3A inh: APOBEC3A ssDNA deaminase inhibitors, primary screen, selectivity assay for APOBEC3G inhibitor project, biochemical, FAM/TAMRA oligo cleavage fluorescence | DNA dC->dU-editing enzyme APOBEC-3A (Homo sapiens), P31941 | recombinant A3A, FAM/TAMRA ssDNA deamination fluorescence | inhibition, % at 20 µM | hit rate 0.41% among 330,000;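 active = at least 40% inhibition at 20 µM here, with at most 30% in a related deaminase screen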;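 note: plate controls were A3A with DMSO for no effect and wells lacking A3A enzyme for full effect; some results filed as inactive read as strong as hits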
# Target sequence (P31941 whole entry, looked up): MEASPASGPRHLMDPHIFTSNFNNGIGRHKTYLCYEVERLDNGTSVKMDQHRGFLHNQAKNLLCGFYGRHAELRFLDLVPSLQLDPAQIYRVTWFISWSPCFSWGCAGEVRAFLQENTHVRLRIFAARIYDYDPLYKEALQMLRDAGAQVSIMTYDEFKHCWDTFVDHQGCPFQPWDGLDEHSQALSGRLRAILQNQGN
# ATG4B inh: ATG4B protease inhibitors, primary screen, biochemical, fluorescence, uHTS | Cysteine protease ATG4B (Homo sapiens), Q9Y4P1 | ATG4B cleavage of LC3-PLA2, NBD-HPC fluorescence, 1 h | inhibition, % at 8.33 µM | hit rate 0.51% among 340,000; in the data active = inhibition above about 40%
# HKDC1 inh: HKDC1 hexokinase inhibitors, primary screen, biochemical, fluorescence, uHTS; inhibition, % at 20 µM; hit rate 0.16% among 340,000; AID 493160, 2011; Q2TB90; recombinant HKDC1, G6PDH/diaphorase resazurin coupled fluorescence;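 active = inhibition above about 35% when tested at 20 µM, limit read from the data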;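 note: plate controls were DMSO wells with enzyme for no effect and DMSO wells lacking enzyme for full effect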
# Target sequence (Q2TB90 whole entry, looked up): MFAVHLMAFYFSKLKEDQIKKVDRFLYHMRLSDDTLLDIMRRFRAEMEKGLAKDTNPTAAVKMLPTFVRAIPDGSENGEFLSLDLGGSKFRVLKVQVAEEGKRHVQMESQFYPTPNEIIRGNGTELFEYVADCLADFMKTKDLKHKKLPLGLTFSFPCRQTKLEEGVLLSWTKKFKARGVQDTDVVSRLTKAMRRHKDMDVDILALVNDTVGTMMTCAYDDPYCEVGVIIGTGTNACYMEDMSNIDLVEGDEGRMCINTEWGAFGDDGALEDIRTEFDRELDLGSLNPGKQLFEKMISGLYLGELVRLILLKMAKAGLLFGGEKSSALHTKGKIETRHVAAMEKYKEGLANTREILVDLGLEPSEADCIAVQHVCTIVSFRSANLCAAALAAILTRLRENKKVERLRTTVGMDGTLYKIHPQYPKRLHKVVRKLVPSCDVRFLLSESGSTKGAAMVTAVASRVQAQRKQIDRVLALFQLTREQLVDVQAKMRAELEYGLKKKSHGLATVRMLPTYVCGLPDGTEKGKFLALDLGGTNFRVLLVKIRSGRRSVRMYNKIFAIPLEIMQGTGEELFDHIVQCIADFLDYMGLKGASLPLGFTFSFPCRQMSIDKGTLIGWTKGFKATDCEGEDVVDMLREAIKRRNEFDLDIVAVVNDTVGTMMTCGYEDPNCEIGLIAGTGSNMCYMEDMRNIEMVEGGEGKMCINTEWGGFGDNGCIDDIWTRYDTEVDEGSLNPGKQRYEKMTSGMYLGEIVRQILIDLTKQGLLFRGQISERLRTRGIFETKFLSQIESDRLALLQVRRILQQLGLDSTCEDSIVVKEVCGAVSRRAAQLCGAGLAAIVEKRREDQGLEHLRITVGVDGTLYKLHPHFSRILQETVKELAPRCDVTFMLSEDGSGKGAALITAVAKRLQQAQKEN
#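 Assay system: in-house recombinant HK5 (HKDC1) enzyme. Input: HKDC1 at 5 µg/mL. Medium: Tris pH 8.0 buffer with MgCl2, Tween-20, BSA, BME. Dosing: single 20 µM dose. Schedule: 90 min reaction incubation at room temperature, dark. Signal: resazurin-to-resorufin fluorescence via G6PDH and diaphorase coupling, 525/613 nm. Controls: DMSO-enzyme wells negative, buffer-substituted wells positive.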
# hIAP block: human IAP inhibitors, primary screen, biochemical, luminescence, uHTS; purified IAP, CDP-Star luminescence, 30 min; Intestinal-type alkaline phosphatase (Homo sapiens), P09923; hit rate 0.12% among 330,000; inhibition, % at 10 µM;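 active = inhibition reaching a set limit with compound at 10 µM in the primary screen, cut at about 35% in these data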;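 note: plate controls were DMSO wells with enzyme for no effect and no-enzyme buffer wells for full effect; values of inactives mirror those of a sister screen read the other way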
# mIAP act: activators of mouse IAP, primary screen, biochemical, luminescence, uHTS. AID 2805, 2010. muIAP, CDP-Star luminescence, 30 min; active compounds read high; 1 = vehicle-only enzyme signal, 0 = enzyme-free wells. activation factor at 10 µM. hit rate 0.24% among 330,000. intestinal alkaline phosphatase [Mus musculus];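 active = activation factor of at least 2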; note: the source names both 10 and 20 µM as test concentration; values of inactives mirror those of a sister screen read the other way
#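 Assay system: mouse IAP enzyme / Compound: DMSO-dissolved test compounds / Timing: 30 min, room temperature / Measured by: luminescence from enzymatic CDP-Star hydrolysis / Control set: DMSO-only wells, enzyme-free buffer wells as negative control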
# hIAP activ: human IAP activators, primary screen, biochemical, luminescence, uHTS; hit rate 0.16% among 330,000; purified human IAP, CDP-Star luminescence, 30 min; active compounds read high; 1 = vehicle-only enzyme, 0 = enzyme-free background; Intestinal-type alkaline phosphatase (Homo sapiens), P09923; activation factor at 10 µM;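 active = activation factor of the enzyme at least 2-fold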; note: the source names both 10 and 20 µM as test concentration; values of inactives mirror those of a sister screen read the other way
# mIAP block: inhibitors of mouse IAP, primary screen, biochemical, luminescence, uHTS | purified mouse IAP, CDP-Star luminescence, 30 min | inhibition, % at 10 µM | intestinal alkaline phosphatase [Mus musculus] | hit rate 0.2% among 330,000;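 active = inhibition of at least 40% at 10 µM in the primary screen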;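 note: plate controls were DMSO with enzyme for no effect and no enzyme wells for full effect; values of inactives mirror those of a sister screen read the other way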
# PfGluPho inh: PfG6PD enzyme inhibitors, primary screen, biochemical, fluorescence intensity, uHTS. glucose-6-phosphate dehydrogenase-6-phosphogluconolactonase (Plasmodium falciparum 3D7). PfGluPho enzyme, NADPH resazurin-diaphorase fluorescence. inhibition, % at 20 µM. hit rate 0.78% among 350,000;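 active = inhibition reaching at least a set limit at 20 µM in the primary screen, cut at about 59% in these data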;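 note: 0% = DMSO wells with substrate and 100% = DMSO wells lacking glucose-6-phosphate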
# An asterisk follows results filed as active; . = no result given. This is a random part of the collection; overall some 2.4% were active at least once.
APOBEC3A inh,ATG4B inh,HKDC1 inh,hIAP block,mIAP act,hIAP activ,mIAP block,SMILES,PfGluPho inh
-3,1,-4,-8,1.1,1.1,-6,CC(C)c1ccc(NC(=O)CN2C(=O)c3ccccc3S2(=O)=O)cc1,9
-1,-9,1,9,0.91,0.91,9,CC1=C(C(=O)NCc2ccccc2)C(c2ccccc2OCC(N)=O)NC(=O)N1 (stereo not given),-4
0,18,-8,-6,1,1.1,-2,Nc1nnc(CC2=CCCCC2)s1,0
-4,-4,-2,8,0.97,0.92,2,COc1ccccc1N1C(=S)N=C(Nc2c(C)cccc2C)C12CCCC2,18
-2,12,-6,3,1,0.97,-1,CC(=O)c1ccc(-c2ccc(C(=O)N3CCC(C(N)=O)CC3)o2)cc1,-13
2,-11,-5,8,0.89,0.92,11,N#Cc1cc2c(nc1S(=O)(=O)Cc1ccccc1)CCCC2,8
-3,-11,-1,-1,1,1,-2,CN(C)S(=O)(=O)n1cnc(-c2ccccc2)c1-c1ccccc1,-6
-2,-9,6,-9,0.92,1.1,8,COc1cccc(N2CC(O)Cn3c2nc2c3c(=O)n(CCCc3ccccc3)c(=O)n2C)c1 (stereo not given),-9
-7,-4,-3,-13,1,1.1,-3,Cc1cc(=O)oc2cc(OCCCN3C(=O)c4ccccc4C3=O)ccc12,13
-3,-4,0,7,1.1,0.93,-13,COC(=O)[C@@]12CCCN1[C@H](c1ccc(-c3ccc(OC)cc3)cc1)[C@@H]1C(=O)N(C)C(=O)[C@@H]12,-11
-4,-3,-4,-15,1.1,1.2,-11,CCN1CCN(CC(O)COCC2COc3ccccc3O2)CC1 (stereo not given),17
0,-12,-5,8,1,0.92,-2,O=C(NC1CCCCC1)C(c1ccc(Cl)cc1)N(C(=O)c1cnccn1)c1ccc2c(c1)OCO2 (stereo not given),11
0,0,2,8,1,0.92,-2,CCOc1ccc(NC(=O)CS(=O)(=O)c2cn(CC)c3ccccc23)cc1,-14
4,-3,-5,-13,0.94,1.1,6,COc1ccc(/C(C)=N\n2cnnc2)cc1,13
-1,-8,-2,3,0.99,0.97,0,CCOc1ccccc1NC(=O)Cc1c(F)cccc1Cl,2
-3,14,-3,6,0.93,0.94,7,COc1ccc(C(CC(=O)N2CCCC2)C(C)C)cc1 (stereo not given),-11
7,12,28,-26,0.91,1.3,9,C/C(=N\NC(=O)CNc1cccc2ccccc12)c1ccc(Br)s1,27
-4,0,-6,-8,1.1,1.1,-13,Cc1ccccc1-n1nc(-c2cccnc2)cc1C(=O)N/N=C/c1ccncc1,13
2,1,-1,7,1,0.93,0,NC(=O)C1CCN(c2cc(Cl)ccc2[N+](=O)[O-])CC1,14
1,-8,-1,-29,0.95,1.3,5,CC(=O)Nc1nc(C)c(-c2nc3ccc([N+](=O)[O-])cc3[nH]2)s1,-18
-3,-19,-7,-7,0.97,1.1,3,Cn1c(-c2ccc(Cl)cc2)cnc1NCc1cc2c(cc1[N+](=O)[O-])OCO2,14
3,3,-6,-7,1,1.1,-2,N#Cc1ccccc1NC(=O)COC(=O)c1ccc2c(c1)OCO2,15
-1,-9,-12,12,0.99,0.88,1,COc1ccccc1NC(=O)CSCc1ccc([N+](=O)[O-])cc1,11
-1,34,-7,10,1,0.9,-3,O=C1NC2(CCCCC2)C(=O)N1Cc1ccc([N+](=O)[O-])cc1,6

# Of the compounds above, 6 have an aryl methoxy group.
APOBEC3A inh,ATG4B inh,HKDC1 inh,hIAP block,mIAP act,hIAP activ,mIAP block,SMILES,PfGluPho inh
-4,-4,-2,8,0.97,0.92,2,COc1ccccc1N1C(=S)N=C(Nc2c(C)cccc2C)C12CCCC2,18
-2,-9,6,-9,0.92,1.1,8,COc1cccc(N2CC(O)Cn3c2nc2c3c(=O)n(CCCc3ccccc3)c(=O)n2C)c1 (stereo not given),-9
-3,-4,0,7,1.1,0.93,-13,COC(=O)[C@@]12CCCN1[C@H](c1ccc(-c3ccc(OC)cc3)cc1)[C@@H]1C(=O)N(C)C(=O)[C@@H]12,-11
4,-3,-5,-13,0.94,1.1,6,COc1ccc(/C(C)=N\n2cnnc2)cc1,13
-3,14,-3,6,0.93,0.94,7,COc1ccc(C(CC(=O)N2CCCC2)C(C)C)cc1 (stereo not given),-11
-1,-9,-12,12,0.99,0.88,1,COc1ccccc1NC(=O)CSCc1ccc([N+](=O)[O-])cc1,11

# The list continues.
APOBEC3A inh,ATG4B inh,HKDC1 inh,hIAP block,mIAP act,hIAP activ,mIAP block,SMILES,PfGluPho inh
0,-5,0,3,0.99,0.97,1,O=C(CC1C(=O)NCCN1CC1CCCCC1)NCCc1ccc(F)cc1 (stereo not given),-10
1,5,0,-18,1,1.2,-2,Cc1cc(NC(=O)COC(=O)C2COc3ccccc3O2)no1 (stereo not given),-6
28,3,-3,-1,0.99,1,1,COc1ccc(S(=O)(=O)N2CCN(C(=O)CCCN3C(=O)NC4(CCCC4)C3=O)CC2)cc1,7
0,-9,-6,-18,1,1.2,-4,CC(=O)N=c1sc2ccccc2n1C,0
-4,9,9,-4,1.1,1,-11,Clc1cccc(-c2nc3nc4ccccc4nc3n2Cc2ccco2)c1,50
-2,-6,6,-14,0.94,1.1,6,Cc1ccnc(NS(=O)(=O)c2ccc(NC(=O)Cc3ccc(Br)cc3)cc2)n1,-17
5,3,6,4,1,0.96,-3,O=C(COc1ccc(Br)cc1Cl)NCCCN1CCOCC1,-22
-1,2,0,-2,0.97,1,2,CN(C/C=C/C#CC(C)(C)C)Cc1cccc2ccccc12,28
-1,-8,-1,20,0.94,0.8,6,O=S(=O)(c1ccccc1)N1CCN(S(=O)(=O)N2CCCCCC2)CC1,3
2,39,-3,0,1,1,0,O=C(COC(=O)/C=C/c1ccccc1)NCc1ccccc1Cl,7
-2,-1,-3,-10,1.1,1.1,-11,COc1ccc(CC(=O)OCc2csc(CC(=O)Nc3ccc(C)cc3)n2)cc1,-3
-2,13,-3,0,0.94,1,6,CN(Cc1cnn(C)c1)Cc1nc(C(c2ccccc2)c2ccccc2)no1,16
-6,-11,2,4,1,0.96,0,O=C1NC(CCc2ccccc2)C(=O)N1Cc1cccc2ccccc12 (stereo not given),5
48,-3,-4,3,0.83,0.97,16,Cc1nc2nc(C)n(-c3ccccc3)c2s1,11
-5,-8,11,-17,0.92,1.2,8,CCOC(=O)COc1cc(OCC(=O)OCC)c2c3c(c(=O)oc2c1)CCCC3,14
-8,-9,-6,-33,0.97,1.3,3,COc1ccc(C(=O)Nc2nc3nccc(-c4ccccc4)n3n2)cc1,10
4,-9,-2,-9,1.1,1.1,-5,C=CCn1c(CC(C)(C)C)nc2ccccc21,-8
1,.,.,0,0.99,1,1,NC[C@@]12CCCC1C1CCC2C1 (stereo not given in full),.
0,6,-5,12,0.81,0.88,19,CC(=N\NC(=O)c1cc(Br)ccc1O)/C(=N/O)C(=O)Nc1ccccc1,-6
-2,1,-5,2,0.99,0.98,1,Cc1ccc(OCC(=O)NCCNC(=O)c2cnccn2)cc1C,-9
-3,-11,-5,1,1.1,0.99,-5,COc1ccc([N+](=O)[O-])cc1NC(C)C,18
-5,-10,-3,13,1,0.87,-3,COc1ccccc1CNS(=O)(=O)c1c(C)nc2sccn2c1=O,26
-2,-2,4,-36,0.97,1.4,2,COc1ccccc1CNC(=O)C(C)n1nc(C)c2c(C)n(-c3ccccc3)nc2c1=O (stereo not given),9
2,-13,1,0,1.1,1,-5,COc1ccnc(NCc2cccc(C(F)(F)F)c2)c1C#N,-2
-2,2,0,0,0.89,0.99,11,O=[N+]([O-])c1cccc(/C=C/c2nc(C=Nc3ccc4ccccc4c3)c(O)o2)c1,-8
-4,-23,5,-7,1,1.1,0,CCOc1cc(N2CCOCC2)c(OCC)cc1NC(=O)CN1C(=O)NC2(CCCCCCC2)C1=O,18
5,-5,-2,-8,1,1.1,-1,CN1CCN(C2=Nc3cc(Cl)ccc3Nc3ccccc32)CC1,2
4,3,-7,20,0.93,0.8,8,CCc1nnc(SCC(=O)Nc2nnc(C)s2)n1CC1CCCO1 (stereo not given),2
-3,62*,-6,0,2.8*,1,-184,COc1cccc(NC(=O)NC2CCCc3ccccc32)c1 (stereo not given),-2
-4,-2,-4,-12,0.91,1.1,9,Cc1ccc(C(=O)OCC(=O)NC2CCCC(C)C2C)cc1S(=O)(=O)N1CCCCC1 (stereo not given),8
-2,-8,-8,-3,1.1,1,-6,Nc1nc(Cl)cc(NCCc2ccc(O)cc2)n1,24
-1,-1,0,8,1,0.92,-4,CCC(C)(C)n1nnnc1C(c1ccccc1)N1CCc2ccccc2C1 (stereo not given),7
-4,3,-6,-4,1,1,-4,CCC(CC)NC(=O)C1CC(=O)N(CCc2ccc(F)cc2)C1 (stereo not given),5
2,7,0,0,0.9,1,10,COc1cnc(-c2ccccc2)nc1Sc1ccccc1,5
0,1,-3,-16,1,1.2,-2,CCOc1ccc(S(=O)(=O)N2CCCC(C(=O)NC3CC3)C2)cc1Cl (stereo not given),-1
-2,-6,5,5,1.1,0.95,-7,O=C1CCCC(=O)C1C(c1ccc(Cl)cc1)C1C(=O)CCCC1=O,77*
-5,4,4,6,1,0.94,-2,COc1ccc(CN(C)CC(=O)NC(=O)NCc2ccccc2)cc1OC,-16
2,-4,-3,2,0.92,0.98,8,CC(c1nc2ccccc2c(=O)[nH]1)N1CCCN(S(=O)(=O)c2ccc(F)cc2)CC1 (stereo not given),4
-4,16,-6,18,0.98,0.82,2,CC(C)Cc1cc(C(=O)N2CCCC(C(=O)c3cc(F)ccc3F)C2)no1 (stereo not given),13
-4,1,1,-5,1.1,1.1,-11,CCOc1ccc(N(CC(=O)NC2CCCCC2)C(=O)CCC(=O)Nc2cc(C)ccn2)cc1,-4

# Taken from above.
# Result of `O=C(CC1C(=O)NCCN1CC1CCCCC1)NCCc1ccc(F)cc1` (stereo not given) under mIAP act: 0.99
# Result of `CC1=C(C(=O)NCc2ccccc2)C(c2ccccc2OCC(N)=O)NC(=O)N1` (stereo not given) under APOBEC3A inh: -1
# Result of `Clc1cccc(-c2nc3nc4ccccc4nc3n2Cc2ccco2)c1` under mIAP block: -11
# Result of `O=C(COC(=O)/C=C/c1ccccc1)NCc1ccccc1Cl` under hIAP block: 0

# Continuation:
APOBEC3A inh,ATG4B inh,HKDC1 inh,hIAP block,mIAP act,hIAP activ,mIAP block,SMILES,PfGluPho inh
5,-1,-4,-7,1.1,1.1,-12,COc1cc([N+](=O)[O-])ccc1N1C(=O)C2C3C=CC(C4CC34)C2C1=O (stereo not given),-1
-3,-18,0,26,1.5,0.74,-47,Cc1ccc(NC(=O)C2CC(=O)N(c3ccc4c(c3)OCCO4)C2)cc1S(=O)(=O)N1CCCCCC1 (stereo not given),5
4,-11,0,-8,0.97,1.1,3,Cc1ccc(C(=O)N2CCN(c3ccccn3)CC2)cc1,1
0,-4,-7,-24,0.93,1.2,7,Cc1cc(N)n(-c2ccc(S(=O)(=O)c3ccc(C(C)C)cc3)cc2)n1,0
-6,-14,-11,-3,0.94,1,6,COc1ccc(NS(=O)(=O)c2ccc(NC(=O)c3ccc(N(C)S(C)(=O)=O)cc3)cc2)c(OC)c1,0
